# Bioassay records: PubChem BioAssay, National Center for Advancing Translational Sciences (NCATS)
# DT40 TDP1 no CPT: qHTS for Inhibitors of human tyrosyl-DNA phosphodiesterase 1 (TDP1): qHTS in cells in absence of CPT. hit rate 15% among 420,000. DT40 Tdp1-/- hTDP1 cells, no CPT, ATP luminescence, 48 h. Potency, µM (series often up to 46.2 µM), for the others: at the highest dose activity change, negative = growth inhibition, hits mostly inhibitors; further: nearly all actives have a fitted effect of over 55% in size
#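 Chicken DT40 Tdp1-/- cells stably complemented with human TDP1 were seeded at 400 cells/well with DMSO in place of 20 nM camptothecin. After compound pinning, cells grew at least 48 hr at 37 °C; viability read by CellTiter-Glo luminescence.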
# GCN5L2 inh: blocks human GCN5L2 histone acetyltransferase | GCN5L2 HAT assay, ThioGlo1 CoA-SH fluorescence | Potency, µM (series often up to 58.9 µM), for the others: top-dose activity change, negative = inhibition, most hits filed as inhibitors | hit rate 0.21% among 390,000 | AID 504327
# Target sequence (Q92830 whole entry, looked up): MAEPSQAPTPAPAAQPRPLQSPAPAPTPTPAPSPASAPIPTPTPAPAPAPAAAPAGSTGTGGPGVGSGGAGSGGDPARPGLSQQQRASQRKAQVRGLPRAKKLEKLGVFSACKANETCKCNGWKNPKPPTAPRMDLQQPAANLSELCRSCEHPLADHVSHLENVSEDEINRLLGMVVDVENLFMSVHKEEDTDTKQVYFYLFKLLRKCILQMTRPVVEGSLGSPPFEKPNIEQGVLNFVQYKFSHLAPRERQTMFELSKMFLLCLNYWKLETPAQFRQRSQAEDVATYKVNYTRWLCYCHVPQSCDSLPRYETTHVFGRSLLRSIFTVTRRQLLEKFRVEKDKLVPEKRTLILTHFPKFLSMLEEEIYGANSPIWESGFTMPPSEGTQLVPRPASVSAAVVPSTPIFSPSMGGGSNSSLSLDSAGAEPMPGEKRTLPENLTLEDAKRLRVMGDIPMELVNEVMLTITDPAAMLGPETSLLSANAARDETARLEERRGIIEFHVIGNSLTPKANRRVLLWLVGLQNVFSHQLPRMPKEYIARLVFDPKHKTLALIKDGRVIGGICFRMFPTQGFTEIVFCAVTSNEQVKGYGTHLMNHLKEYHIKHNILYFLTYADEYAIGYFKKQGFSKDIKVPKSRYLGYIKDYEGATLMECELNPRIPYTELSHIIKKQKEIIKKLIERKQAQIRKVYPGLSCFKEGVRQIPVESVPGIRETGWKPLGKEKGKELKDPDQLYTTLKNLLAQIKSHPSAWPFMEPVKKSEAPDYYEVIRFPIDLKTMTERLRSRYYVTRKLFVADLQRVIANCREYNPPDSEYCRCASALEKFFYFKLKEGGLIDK
#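 Enzyme at 20nM final was mixed with library compounds for 15 min at room temperature. Peptide H3(1-25) at 75uM, acetyl-CoA at 70uM and ThioGlo1 at 50uM were then added. Plates were read immediately and after 20 min (Ex340nm/Em540nm).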
# TDP1 cell CPT: DT40-hTDP1 cell growth loss with CPT. chicken DT40 Tdp1-/-;hTDP1 cells + 20 nM CPT, ATP luminescence, 48 h. Potency, µM (series often up to 46.2 µM), without a hit: at the top dose activity change, negative = growth inhibition, actives largely listed as inhibitors. hit rate 12% among 420,000. AID 686979; further: nearly all actives have a fitted effect of over 55% in size
#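 Cell growth measured by CellTiter-Glo luminescence after a minimum 48 h, 37 C compound exposure with 20 nM CPT in Tdp1-knockout DT40 cells stably expressing hTDP1, seeded 400/well; qHTS titration format.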
# * hit, by the source's call; ? = inconclusive; / = not tested or not shown; & = joins results of further samples; ! = not confirmed by another sample; [ ] = another dose, or the depositor's remark. The call rests on the fitted dose curve; in most records, active means well fitted curve in the direction sought with a large enough effect; inconclusive means small, poorly fitted or top-dose-only effect, or another doubt; inactive means no such curve, though single readings can be large; an effect the other way counts as inactive or inconclusive. On the % scale 0 is the no-effect control and ±100 the full control effect; potency means the concentration at half of the fitted maximal effect.
# Under each structure: DT40 TDP1 no CPT	GCN5L2 inh	TDP1 cell CPT
> CCCC(=O)Nc1ccc(NC(=O)c2ccccc2Cl)nc1
    -30%	-5%	-28%
> CCc1ccccc1N1CC(C(=O)Nc2nccs2)CC1=O (stereo not given)
    -20%	0%	-8%
> Cc1ccc(NC(=O)CN(C)C(=O)COC(=O)c2nc3nccc(C)n3n2)cc1
    2%	-6%	0%
> O=C(CCCCO)CCCCCCCC[C@H]1N[C@H](CO)[C@H](O)[C@@H]1O[C@@H]1O[C@H](CO)[C@@H](O)[C@H](O)[C@H]1O
    4%	0%	8%
> COc1ccc(C2/C(=C(\O)c3ccc4c(c3)OCCO4)C(=O)C(=O)N2CCCN(C)C)c(OC)c1 (stereo not given)
    ?	-14%	?
> CC(=O)Nc1ccc(S(=O)(=O)N(C)CC(=O)OCC(=O)c2ccc[nH]2)cc1
    -7%	-4%	14%
> CC(CCc1ccccc1)NC(=O)c1ccc2nc(N3CCOCC3)sc2c1 (stereo not given)
    ?	-8%	?
> COc1ccc(/C=C/c2nnc(NC(=O)CSc3ccc(C)cc3)s2)cc1
    ?	-3%	?
> Cc1cccc(NC(=O)c2ccc(S(=O)(=O)N(C)C)cc2)c1
    ?	-4%	-2%
> CN(C)C(=O)c1noc2cc([N+](=O)[O-])ccc12
    5%	0%	-11%
> COc1ccc(/C=N/S(=O)(=O)c2ccccc2)cc1OC
    -4%	-1%	5%
> C[C@@H]1CN([C@@H](C)CO)C(=O)c2cc(-c3cccnc3)cnc2O[C@H]1CN(C)C(=O)c1cccc(F)c1
    6%	/	15%
> COc1cc(/C=C/C(=O)c2ccc([N+](=O)[O-])o2)ccc1O
    0.52µM*	-13%	0.92µM*
> CC1(C)CC(=O)N(c2cc(Cl)cc(Cl)c2)C(=O)C1
    -5%	33%[activator]	-9%
> CCOC(=O)C1CCCN(C(=O)Cn2ncc3c([nH]c4ccccc43)c2=O)C1 (stereo not given)
    ?	-3%&-8%	?
> Cc1ccc([C@@H]2[C@@H]3C(=O)N(C)C(=O)[C@@H]3[C@]3(C)C(=O)N(CCO)CC(=O)N23)o1
    6%	-5%	-4%
> O=C(CCN1C(=O)C2C3C=CC(C3)C2C1=O)N1CCCCC1 (stereo not given)
    -14%	2%	-1%
> O=C(CSc1nn(-c2ccccc2)c(=S)s1)Nc1ncccn1
    13%	-9%	2%
> O=C(O)CCCC(=O)OCc1c(-c2ccccc2)ncc2ccccc12
    -23%	2%	?
> Cc1onc(-c2ccccc2Cl)c1C(=O)Nc1cccc(-c2cn3cccnc3n2)c1
    16µM*	-11%	?

# (continued)
# Under each structure: DT40 TDP1 no CPT	GCN5L2 inh	TDP1 cell CPT
> Cc1ccc(OCc2cc(C(=O)NC(C)Cc3cnccn3)no2)cc1C (stereo not given)
    ?	-3%	?
> COc1ccc(N(C(=O)c2ccccc2OC(C)=O)C(C)C2CC2)cc1 (stereo not given)
    ?	/	?
> CCN(CC)S(=O)(=O)c1cccc(NC(=O)c2ccc(SC)cc2OC)c1
    7.3µM*	-14%	26µM*
> CC(C)(C)c1ccc(-n2ncc3c2CCCC3NC(=O)CCCn2cncn2)cc1 (stereo not given)
    ?	-11%	13µM*
> CCOc1ccc(C(=O)N[C@H](C(=O)Nc2ccc(OC)c(S(=O)(=O)N3CCOCC3)c2)C(C)C)cc1
    ?	-20%	6%
> COc1ccc(-n2ccc(=O)c3c2CCCC3=O)cc1
    -24%	-1%	-2%
> COC(=O)CSc1nc2ccc(NC(C)=O)cc2s1
    1%	-3%	-7%
> COc1ccccc1OCCNC(=O)C(=O)c1c[nH]c2ccccc12
    -16%	-4%	-22%
> CCCc1nc(SCc2ccc(OCC)cc2)n[nH]1
    ?	1%	-18%
> COC(=O)c1ccc(NC(=O)CCS(=O)(=O)c2ccc(Br)s2)cc1
    ?	-4%&-6%	-24%&1%
> COc1ccc(/C=C/C(=O)O)cc1S(=O)(=O)N1CCCc2ccccc21
    -10%	-2%	0%
> CC(=O)N1CCN(C(=O)c2cc(C)nc3ccccc23)CC1
    ?	1%	-13%
> Cc1ccc(S(=O)(=O)N2CCN(c3nc(-c4cncn4C)nc4ccccc34)CC2)cc1
    ?	/	20µM*
> CCC(=O)Nc1ccc(N2CCN(C(=O)c3ccccc3C)CC2)cc1
    -15%	-4%	-20%
> COc1cc(N2CCCC2)ccc1C=O
    4%	-14%	8%
> COc1ccc(-n2c(=O)c3sc4ccccc4c3n(Cc3ccccc3C)c2=O)cc1OC
    -3%	-3%	-30%
> COc1ccc(OCC(=O)NNC(=O)Cc2coc3cc(OC)ccc23)cc1
    5%	-28%	-3%
> Cc1ccc(N2CCN(C(=O)c3nn(C)c4c3CS(=O)(=O)c3ccccc3-4)CC2C)cc1 (stereo not given)
    ?	-4%&-11%	21µM*!
> O=C(/C=C/c1ccco1)N1CCN(S(=O)(=O)c2cccs2)CC1
    -23%	-3%	6%
> COc1ccccc1-n1c(SCC(=O)Nc2ccccc2F)nc2[nH]ncc2c1=O
    -22%	-2%	13µM*

# Next section.
# Under each structure: DT40 TDP1 no CPT	GCN5L2 inh	TDP1 cell CPT
> CCn1nnc2cc(C(=O)Nc3cc(C)ccc3C)ccc21
    ?	-7%	?
> CCn1cc(C(=O)OCC(=O)Nc2ccc(C)c(Cl)c2)c(=O)c2ccc(C)nc21
    -5%	-3%	-21%
> CCOC(=O)c1c(NC(=S)NC)sc2c1CCCC2
    ?	13%	?
> CN1C(C)(C)CC(NC(=O)CCC(=O)NC2CC(C)(C)N(C)C(C)(C)C2)CC1(C)C
    -2%	/	10%
> O=C(c1ccncc1)N1CCC2(CCN(Cc3ccncc3)CC2)CC1
    -10%	12%	-4%
> Cc1ccc(C(=O)N/C(=C/c2ccc(-c3cc(C(F)(F)F)ccc3Cl)o2)C(=O)NCc2cccnc2)cc1
    23µM*	-24%	?
> C/C(=N\NC(=O)CNC(=O)c1ccc(F)cc1)c1ccco1
    -5%	-22%	-2%
> CSc1ccc(CCNC(=O)c2cccc3c2C(=O)N(C2CCCCC2)C3)cc1
    ?	-21%	?
> Cc1cc2nc(-c3ccc(SCC(=O)Nc4ccc(S(=O)(=O)N5CCCC5)cc4)nc3)[nH]c2cc1C
    13µM*	-6%	-5%
> O=C(CNC(=O)c1cccs1)OCC(=O)c1ccc(Br)cc1
    -20%	-5%	9%
> O=C(CNC(=O)c1cccc(Cl)c1)Nc1ccc(F)c(F)c1F
    2%	-7%	1%
> COc1ccc(O)c(/C=N/Nc2nc(Nc3ccccc3)nc(-n3nc(C)cc3C)n2)c1
    0.52µM*	-17%	0.58µM*
> O=C(c1ccc2c(=O)n3c(nc2c1)CCCCC3)N1CCN(c2ccccc2F)CC1
    ?	-6%	-14%
> ClCCn1cnc2c(SCc3ccccc3)ncnc21
    1.8µM*	/	?
> N#C/C(=C/c1ccc(-c2ccc(C(=O)O)c(Cl)c2)o1)C(=O)NCC1CCCO1 (stereo not given)
    -12%	-18%	4%
> CCCN(CC(=O)Nc1ccccc1C)C(=O)c1cccc(-n2cnnn2)c1
    13%	-8%	12%
> COCCNC(=O)c1cc(-c2ccccc2)n(Cc2cc(C)no2)n1
    -8%	2%	-18%
> CC1=NN(c2ccccc2)C(=O)/C1=C/c1ccc(Cl)cc1
    ?	-28%	-45%
> Cc1cccn2c(=O)nc(SCC(=O)c3ccc(Cl)cc3)nc12
    ?	-9%	-4%
> CCN(CC)CCOC(=O)C(c1ccccc1)C1CCCCC1 (stereo not given)
    ?	-2%&-6%	?

# Following part
# Under each structure: DT40 TDP1 no CPT	GCN5L2 inh	TDP1 cell CPT
> CC(C)(C)c1ccc(/C=C(\C#N)C(=O)Nc2ccccn2)cc1
    16%	-3%	3%
> COC(=O)c1ccccc1NC(=O)CNC(=O)c1ccco1
    10%	-3%	9%
> CC1CCc2nn(CC(=O)NCc3ccco3)cc2C1 (stereo not given)
    ?	-7%	21µM*
> CCOc1ccccc1NC(=O)COC(=O)c1cc[n+]([O-])cc1
    -11%	-16%	13%
> C=CCn1c(CNC(=O)c2ccco2)nnc1SCC(=O)c1ccc(F)cc1
    ?	-6%	?
> COc1ccc(/C=C2\SC(=S)N(CCC(=O)NC3CCCC3)C2=O)cc1OC
    16µM*	-1%	?
> CCc1ccc(C(=O)Nc2cccc(-c3nn[nH]n3)c2)s1
    1%	-4%	-1%
> COc1cccc(-c2ccc3c(c2)N(Cc2cccc(F)c2)C(=O)C(C)S3)c1 (stereo not given)
    ?	/	?
> COc1ccc(C)cc1NC(=O)N1CCCc2ccccc21
    23µM*	-2%	?
> Cc1nc(C/C(=N\N)c2ccc(O)cc2O)cs1
    -10%	-3%	-5%
> Cc1nc2ccccc2nc(=O)c1NNc1ccc([N+](=O)[O-])cc1
    ?	-20%	-28%
> CC(C)Oc1ccc(C2CC(=O)N(c3ccc(C(=O)O)cc3)C2=O)cc1 (stereo not given)
    2%	-2%	-23%
> Cc1cc(Nc2ccc(Br)cc2)nc2ccccc12
    ?	/	?
> O=C(NCc1ccccc1)C1(c2ccccc2)CCN(S(=O)(=O)c2ccccc2)CC1
    ?	-13%	?
> COc1cc(/C=C(/C#N)C(=O)Nc2ccccc2)c(Br)cc1OCc1ccc(C(=O)O)cc1
    ?	?	-21%
> O=C(NCCN1CCOCC1)/C(=C/c1ccc(Cl)cc1)NC(=O)c1ccccc1
    6%	0%	5%
> O=C(NCC1CCCO1)c1cncc(Br)c1 (stereo not given)
    25%	-2%	0%
> COc1cccc(S(=O)(=O)N(C)C[C@@H]2OCc3cnnn3CCCC(=O)N([C@@H](C)CO)C[C@@H]2C)c1
    0%	/	-12%
> CN(CCO)c1cc(N2CCC3(CC2)OCCO3)c2nonc2c1[N+](=O)[O-]
    -26%	-9%	?
> CCOc1ccc(NC(=O)C2CCCN2C(=O)Oc2ccccc2)cc1 (stereo not given)
    -10%	2%	2%

# 4 of the compounds above, as labelled records.
> CCOc1ccc(C(=O)N[C@H](C(=O)Nc2ccc(OC)c(S(=O)(=O)N3CCOCC3)c2)C(C)C)cc1
  DT40 TDP1 no CPT: ? | GCN5L2 inh: -20% | TDP1 cell CPT: 6%

> O=C(CCCCO)CCCCCCCC[C@H]1N[C@H](CO)[C@H](O)[C@@H]1O[C@@H]1O[C@H](CO)[C@@H](O)[C@H](O)[C@H]1O
  DT40 TDP1 no CPT: 4% | GCN5L2 inh: 0% | TDP1 cell CPT: 8%

> N#C/C(=C/c1ccc(-c2ccc(C(=O)O)c(Cl)c2)o1)C(=O)NCC1CCCO1 (stereo not given)
  DT40 TDP1 no CPT: -12% | GCN5L2 inh: -18% | TDP1 cell CPT: 4%

> O=C(O)CCCC(=O)OCc1c(-c2ccccc2)ncc2ccccc12
  DT40 TDP1 no CPT: -23% | GCN5L2 inh: 2% | TDP1 cell CPT: ?

# The list continues.
# Under each structure: DT40 TDP1 no CPT	GCN5L2 inh	TDP1 cell CPT
> O=C1c2cccc3cccc(c23)C(=O)N1Cc1ccccc1
    -5%	?	-5%
> O=C1NC(=O)/C(=C\c2ccc(Cl)nc2)S1
    ?	-1%	?
> C=CCc1cccc(CNc2nc3ccccc3n2C)c1O
    14%	-9%	?
> Cc1cccc(NC(=O)C(c2ccccc2Cl)N2CCOCC2)c1 (stereo not given)
    -26%	-5%	-8%
> CC(C)C[C@H]1CN(CCCC[C@H]2CNC(=O)C(=O)N2CCc2ccc(O)cc2)C(=O)C(=O)N1CCc1ccc(O)cc1
    -17%	/	4%
> COc1cccc2sc3ccc(C#CC4(N)CCCCC4)cc3c(=O)c12
    15µM*	0%	16µM*
> Cn1c(=O)c2c(nc(Oc3ccccc3)n2Cc2c(Cl)cccc2Cl)n(C)c1=O
    2%	-5%	8%
> N#Cc1c(-c2ccccc2)cc(-c2ccc(O)cc2)nc1N
    ?	-10%	?
> Cc1ccc(NC(=O)COC(=O)CCn2c(C)csc2=O)c([N+](=O)[O-])c1
    -1%	-10%	7%
> NC(=O)CN1CCN(S(=O)(=O)c2ccc(Br)cc2)CC1
    -11%	-6%	1%
> COc1ccc(OCC(=O)Nc2ccccc2C(=O)NC(C)C)cc1
    -19%	0%	-10%
> COc1ccc(-c2sc3cc4c(cc3c2C#CCO)OCO4)cc1
    ?	-8%	?
> CC1CCC2(CC1)NC(=O)N(CC(=O)c1cccn1C)C2=O (stereo not given)
    -3%	-16%	2%
> O=C(NCC(c1ccc2c(c1)OCO2)N1CCOCC1)C(=O)Nc1cccc(Cl)c1 (stereo not given)
    12µM*	1%	?
> CC(C)(C)C(=O)NC(=S)Nc1ccccc1C(=O)Nc1ccccc1
    -15%	4%	-7%
> Cc1cccc(C)c1N1CCN(CCn2c(=S)[nH]c3ccccc3c2=O)CC1
    -26%	2%	?
> CC12CCC(C(=O)Nc3nccs3)(OC1=O)C2(C)C (stereo not given)
    3%	-4%	1%
> CCCc1c2ccccc2nc2ccccc12
    ?	-1%	-29%
